Abeta yeast res = restores growth of yeast expressing A-beta42 peptide | yeast expressing A-beta42, growth rescue, OD600, 48 h; response scale: 0% DMSO, 100% iron-clioquinol control | Potency, µM (top dose mostly 46.1 µM), without a hit: at the top dose growth rescue, usual class: activators | 0.063% of 410,000 active; further: potency means the concentration at half of the fitted maximal effect; nearly all actives have a fitted effect of over 55% in size
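Yeast growth medium received pinned compounds, then yeast cells expressing toxic A-beta were added; plates incubated at 30 C for 48 hr. Growth read as absorbance at 600 nm, normalized to DMSO and equimolar FeCl3 plus clioquinol controls.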
WRN inhibitor = inhibitors of human WRN helicase; Q14191; WRN helicase unwinding, fluorescent forked duplex, kinetic; Potency, µM (series often up to 114 µM), for inactives: at the top dose activity change, negative = inhibition, most hits filed as inhibitors; 0.46% of 360,000 active; AID 651768; further: potency means the concentration at half of the fitted maximal effect; on the % scale 0 is the no-effect control and ±100 the full control effect; nearly all actives have a fitted effect of over 55% in size
Target sequence (Q14191 whole entry, looked up): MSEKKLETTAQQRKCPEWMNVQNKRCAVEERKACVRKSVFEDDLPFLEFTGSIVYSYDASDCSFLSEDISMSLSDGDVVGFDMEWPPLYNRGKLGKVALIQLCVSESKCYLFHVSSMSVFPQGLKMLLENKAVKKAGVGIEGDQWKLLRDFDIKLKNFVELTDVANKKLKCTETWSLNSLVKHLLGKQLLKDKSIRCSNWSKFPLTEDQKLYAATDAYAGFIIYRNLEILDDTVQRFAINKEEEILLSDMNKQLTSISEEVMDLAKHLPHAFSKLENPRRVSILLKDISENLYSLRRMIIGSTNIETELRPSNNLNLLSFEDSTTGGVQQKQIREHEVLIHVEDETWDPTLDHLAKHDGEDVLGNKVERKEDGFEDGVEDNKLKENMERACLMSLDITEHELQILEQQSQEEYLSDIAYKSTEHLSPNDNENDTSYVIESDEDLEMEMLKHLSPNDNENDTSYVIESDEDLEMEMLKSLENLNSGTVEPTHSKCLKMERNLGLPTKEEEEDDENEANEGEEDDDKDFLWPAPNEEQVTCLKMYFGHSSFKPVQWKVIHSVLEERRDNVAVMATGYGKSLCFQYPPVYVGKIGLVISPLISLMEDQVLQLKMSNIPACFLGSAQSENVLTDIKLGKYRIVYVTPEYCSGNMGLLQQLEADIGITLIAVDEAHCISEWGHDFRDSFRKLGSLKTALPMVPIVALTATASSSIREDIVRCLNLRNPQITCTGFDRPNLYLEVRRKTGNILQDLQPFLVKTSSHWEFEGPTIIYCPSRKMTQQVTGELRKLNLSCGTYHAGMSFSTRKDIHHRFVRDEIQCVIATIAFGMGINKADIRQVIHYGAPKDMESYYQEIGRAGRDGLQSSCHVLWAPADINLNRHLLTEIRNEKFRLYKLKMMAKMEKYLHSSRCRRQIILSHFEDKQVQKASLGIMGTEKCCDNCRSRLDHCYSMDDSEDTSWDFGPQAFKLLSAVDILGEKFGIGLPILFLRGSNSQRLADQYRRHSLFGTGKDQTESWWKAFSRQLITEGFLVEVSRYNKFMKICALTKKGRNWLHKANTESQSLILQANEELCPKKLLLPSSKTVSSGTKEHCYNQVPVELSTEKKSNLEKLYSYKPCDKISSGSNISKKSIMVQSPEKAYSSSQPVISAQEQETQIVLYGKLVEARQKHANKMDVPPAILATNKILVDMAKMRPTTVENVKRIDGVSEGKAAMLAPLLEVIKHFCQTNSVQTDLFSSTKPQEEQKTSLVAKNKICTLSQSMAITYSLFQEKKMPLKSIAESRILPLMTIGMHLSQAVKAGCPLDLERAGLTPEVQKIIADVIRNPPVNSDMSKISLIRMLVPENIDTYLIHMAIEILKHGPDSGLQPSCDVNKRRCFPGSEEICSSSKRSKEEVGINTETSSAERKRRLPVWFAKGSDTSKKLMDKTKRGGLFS
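WRN at 20 nM final was preincubated with compound for 15 min at room temperature; reaction started with 100 nM forked duplex oligonucleotide carrying fluorophore and quencher plus 2 mM ATP (final). Unwinding followed kinetically by red fluorescence (ex 525/em 598 nm).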
PLK1 PBD block = inhibitors of human PLK1 polo-box domain binding; 2.8% of 360,000 active; Potency, µM, for the others: max response, negative = inhibition, most hits filed as inhibitors; Plk1 PBD binding of FITC phosphopeptide, fluorescence polarization; AID 720504; P53350; further: potency means the concentration at half of the fitted maximal effect; series mostly up to about 57 µM; on the % scale 0 is the no-effect control and ±100 the full control effect; nearly all actives have a fitted effect of over 65% in size
PI5P4Ka inh = PI5P4K alpha (human) kinase inhibition; 1.2% of 330,000 active; PI5P4Kalpha enzyme, ADP-Glo luminescence, 60 min; stronger effect = lower value; max response, %; P48426; active means max response of -50% or lower; inconclusive means between -30% and -50%; inactive means -30% or higher; further: value at the top dose of about 77 µM; on the % scale 0 is the no-effect control and ±100 the full control effect
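PI5P4Kalpha ADP-Glo assay; 5 microM ATP final; 60 min RT reaction; HEPES pH 7.4/EGTA/CHAPS, 5% DMSO; controls lacking substrate or enzyme; luminescent end-point.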
EPAC1 antagonist = EPAC1 (human) antagonism | EPAC1 GEF assay, Rap1b-BODIPY-GDP exchange fluorescence | 0.14% of 360,000 active | Potency, µM (highest dose often 115 µM), inactives show at the highest dose activity change, negative = inhibition, hits mostly inhibitors;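 further: potency means the concentration at half of the fitted maximal effect; plate controls were vehicle for no effect and positive control for full effect; nearly all actives have a fitted effect of over 50% in size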
EPAC1 ag = activates human EPAC1 exchange factor | O95398 | EPAC1 agonist qHTS, biochemical assay; response scale: 100% = response to 6.5 mM cAMP | Potency, µM (top dose mostly 154 µM), for inactives: top-dose activation, actives largely listed as activators | 0.073% of 360,000 active; further: potency means the concentration at half of the fitted maximal effect; nearly all actives have a fitted effect of over 60% in size
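Nucleotide exchange by EPAC1 (100 nM) on Rap1B–BODIPY-GDP (250 nM) in the presence of 50 uM GDP is tracked fluorescently at 480/540 nm over 30 min. Signals are normalized to a 6.5 mM cAMP control.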
aSyn yeast inh = rescues yeast growth from alpha-synuclein toxicity. Potency, µM (doses to about 46.1 µM), without a hit: at the top dose growth rescue (activation), usual class: activators. AID 652106. Yeast expressing alpha-synuclein, growth rescue, BacTiter-Glo, 24 h. 0.14% of 370,000 active; further: potency means the concentration at half of the fitted maximal effect; % of control where 0% means no effect; nearly all actives have a fitted effect of over 65% in size
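Screening used galactose-induced yeast with toxic alpha-synuclein levels, exposed to compound for 24 hr at 30 deg C. Cell growth, read with BacTiter-Glo luminescence, gave the measured signal.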
FUS yeast rescue = rescues growth of FUS-expressing yeast; S. cerevisiae FUS-expressing, growth rescue, OD600, 24 h; Potency, µM (doses to about 76.6 µM), without a hit: at the highest dose growth rescue (activation), hits mostly activators; 0.24% of 390,000 active;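 further: potency means the concentration at half of the fitted maximal effect; plate controls were DMSO vehicle for no effect and reference control for full effect; nearly all actives have a fitted effect of over 55% in size; some results filed as inactive show a strong effect at the top dose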
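Cultures pregrown in 2.5% raffinose medium are shifted to minimal medium containing 2% galactose to express toxic FUS. Compounds are tested at several concentrations. After 24hr at 30C, growth is quantified at 600 nm absorbance.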
IL-2 act = activates IL-2 in a cell-based reporter assay. IL-2 activation reporter assay, cell-based qHTS; stimulated with anti-CD3/CD4/CD28 beads; in transgenic mouse T cells. activation, % (series mostly up to about 46 µM). 0.065% of 360,000 active. AID 652025; in the data active means activation above about 50%; inconclusive means mostly about 30% to 49%; further: 0% is about no effect
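EGFP and DsRed fluorescence is measured by plate cytometry in unstimulated transgenic mouse T cells exposed to compound for 60 minutes, then stimulated 18 hours at 37 degrees C with anti-CD3/anti-CD4 beads plus anti-CD28.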
Active calls of the source: *; ? = inconclusive; . = not tested or not shown; [ ] = another dose, or the depositor's remark. Unless noted, the call rests on the fitted dose curve; in most records, active means well fitted curve in the direction sought with a large enough effect; inconclusive means small, poorly fitted or top-dose-only effect, or another doubt; inactive means no such curve, though single readings can be large; an effect the other way counts as inactive or inconclusive.

Molecule,Abeta yeast res,WRN inhibitor,PLK1 PBD block,PI5P4Ka inh,EPAC1 antagonist,EPAC1 ag,aSyn yeast inh,FUS yeast rescue,IL-2 act
C=CCN1C(=O)C2(c3ccccc31)C1CCCC=C1C(C#N)=C(N)C2(C#N)C#N (configuration not stated),-8%,-15%,-13%,.,17%,4%,-3%,38%,1.6
N#CC1(Cc2ccccc2Cl)c2ccccc2C=CN1C(=O)c1ccccc1 (configuration not stated),2%,-9%,1%,-4,-14%,-4%,9%,.,-4.7
COc1ccc(NC(=O)NCCCCc2ccccc2)c(OC)c1,0%,-6%,1%,1,11%,-1%,?,-10%,-1.2
CCOc1ccc(-n2c(=O)c3sccc3n(CC(=O)NCc3ccco3)c2=O)cc1,-6%,-9%,-4%,.,11%,-1%,1%,22%,-2.7
COc1ccccc1CNS(=O)(=O)c1cc(C)ccc1OC,10%,-15%[57.1 µM],-2%,3,2%,-8%,9%,-29%,-0.4
Cc1nc2ccc(C(=O)N3c4ccccc4CC3C)cc2s1 (configuration not stated),20%,1%,-3%,7,11%,9%,6%,-31%,-0.1
Cc1cc(C)cc(N2C(=O)CN(Cc3sccc3C)C2=S)c1,-18%,-21%,-1%,1,-25%,17%,-1%,.,-0.6
Cc1noc(C)c1S(=O)(=O)N1CCCC1C(=O)NC(C)(C)C (configuration not stated),-7%,9%,1%,-1,-5%,-8%,-9%,-36%[inhibitor],0.8
CCCN(CC1CC1)C(=S)Nc1ccc(Oc2ccccc2)cc1,23%,-7%,-18%,15,?,7%,0%,.,-0.2
COc1cccc(-c2cnc3c(NC(C)=O)cc(-c4cc(F)ccc4OC)cn23)c1,-32%,-16%,-6%,0,-6%,2%,6%,?,-0.6
Cc1noc(-c2ccc(Cl)cc2)c1C(=O)O/N=C(\N)c1ccc(C(C)(C)C)cc1,-50%[inhibitor],-27%,-1%,-3,-11%,6%,-72%[inhibitor],-1%,-0.1
CC(C)OCCCNC(=O)C1CC(=O)N(CCc2ccc(F)cc2)C1 (configuration not stated),-4%,4%,-18%,1,10%,1%,-9%,9%,-1.8
COC(=O)CCNC(=O)Cn1cnc2sc3c(c2c1=O)CCCC3,3%,8%,1%,5,7%,-2%,1%,-19%,-2.6
Cn1c(-c2cc(Br)ccc2O)n[nH]c1=S,22%,-33%,-11%,.,3%,3%,0%,39%,0.7
O=C(Nc1ccn(CCCNCc2ccc3c(c2)OCO3)c(=O)n1)OCc1ccccc1,3%,-3%,-5%,0,3%,7%,0%,1%,-0.1
Cc1cccc(NC(=O)Nc2ccc(S(N)(=O)=O)cc2)c1,12%,-5%,-3%,0,-6%,6%,2%,12%,-0.2
Cc1cc(Cl)ccc1NC(=O)C1CCN(S(C)(=O)=O)CC1,-1%,2%,-2%,5,9%,-3%,7%,-23%,-2.7
C[C@H]1CN([C@@H](C)CO)C(=O)c2cccc(NC(=O)C3CC3)c2O[C@H]1CN(C)S(=O)(=O)c1cccs1,4%,-9%,-18%,-2,15%,-10%,7%,15%,0.5
Cc1ccc(C(=O)SC2=NCCS2)cc1,-86%[inhibitor],-24%,-22%,.,3%,-2%,-26%,9%,-2.4
CCOC(=O)c1ccc(NC(=O)c2ncn3c2C(=O)NC[C@H]3C)cc1,-13%,6%,-3%,-14,-1%,-19%,-8%,4%,-2.7

2 entries from above in a different format:
> N#CC1(Cc2ccccc2Cl)c2ccccc2C=CN1C(=O)c1ccccc1 (configuration not stated)
  Abeta yeast res: 2%
  WRN inhibitor: -9%
  PLK1 PBD block: 1%
  PI5P4Ka inh: -4
  EPAC1 antagonist: -14%
  EPAC1 ag: -4%
  aSyn yeast inh: 9%
  FUS yeast rescue: .
  IL-2 act: -4.7

> COc1ccc(NC(=O)NCCCCc2ccccc2)c(OC)c1
  Abeta yeast res: 0%
  WRN inhibitor: -6%
  PLK1 PBD block: 1%
  PI5P4Ka inh: 1
  EPAC1 antagonist: 11%
  EPAC1 ag: -1%
  aSyn yeast inh: ?
  FUS yeast rescue: -10%
  IL-2 act: -1.2

The list continues:
Molecule,Abeta yeast res,WRN inhibitor,PLK1 PBD block,PI5P4Ka inh,EPAC1 antagonist,EPAC1 ag,aSyn yeast inh,FUS yeast rescue,IL-2 act
CCN(CC)c1ccc(/C=N/NC(=O)c2nnn(-c3nonc3N)c2C(C)C)c(O)c1,14µM*,?,-5%,2,?,5%,14µM*,?,-4.2
CO/N=C/C(c1ccc(Cl)nc1)S(=O)(=O)c1ccccc1 (configuration not stated),-5%,1%,-2%,6,-11%,0%,3%,-26%,2.0
Cc1cccc(N2C(S)=C(C#N)C(=O)NC2c2ccco2)c1 (configuration not stated),17%,-8%,?,-28,-5%,2%,11%,17%,-2.0
O=C(Nc1ccccc1C(=O)NC1CCCCC1)c1ccco1,25%,-1%,-1%,-5,8%,-12%,-6%,25%,0.7
CCCCC1(C)NC(=O)N(CC(=O)Nc2ccc(S(=O)(=O)N3CCOCC3)cc2)C1=O (configuration not stated),3%,2%,-3%,-2,7%,-8%,-14%,?,-0.9
CCN(CC(=O)Nc1ccc2c(c1)OCCO2)C(=O)/C=C/c1ccc([N+](=O)[O-])cc1,8%,0%,0%,-9,-7%,8%,-2%,.,-0.9
O=C(CCc1ccc(S(=O)(=O)N2CCOCC2)cc1)N/N=C/c1ccc(F)cc1F,-16%,-5%,-9%,1,-24%,-8%,-22%,9%,-2.4
O=C(CSc1nnc(CNC(=O)c2c(F)cccc2F)o1)NCc1ccc2c(c1)OCO2,7%,-2%,-5%,3,-11%,-1%,1%,-21%,-1.3
Cn1ncc(Br)c1N1C(=O)CCC1=O,9%,0%,2%,-5,0%,3%,-1%,14%,0.2
CCn1c2ccccc2c2cc(Nc3cc(C)nc4ncnn34)ccc21,-19%,0%,-8%,-19,-11%,1%,9%,28%,-2.5
CCN(c1ccccc1)S(=O)(=O)c1ccc2c(c1)CC(C)N2C(=O)C1CC1 (configuration not stated),-7%,-3%,-16%,1,-2%,17%,1%,26%,-4.0
N#CCSc1nc2ccccc2c(=O)n1CCCC(=O)NCc1ccco1,-5%,4%,-10%,4,-15%,6%,-3%,13%,-1.7
CCN(CC)c1ncnc2scc(C3COc4ccccc4O3)c12 (configuration not stated),-41%[inhibitor],5%,1%,4,-15%,11%,2%,23%,-1.0
O=C(Nc1ccc(F)cc1)C(c1ccncc1)N1CCN(c2cccc(C(F)(F)F)n2)CC1 (configuration not stated),-4%,-14%,3%,13,-18%,-13%,0%,32%,0.1
O=C(CN1C(=O)c2cccnc2Oc2ccc(Cl)cc21)N1CCOCC1,-1%,-8%,-11%,0,-3%,-8%,-2%,8%,-1.8
COc1cccc(N2CCN(C(=O)c3oc4ccccc4c3NC(=O)CCc3cc(OC)no3)CC2)c1,4%,-19%,-4%,4,-13%,14%,1%,28%,1.0
Brc1cccc(CN2CCCCCC2)c1,9%,3%,-2%,3,3%,17%,-13%,-21%,2.1
CC(Nc1cc(N2CCCC2)ccc1[N+](=O)[O-])c1ccccc1 (configuration not stated),0%,-6%,-1%,7,4%,11%,2%,-19%,-1.0
COc1ccc(OCC(=O)Nc2ccncc2)cc1,-2%,-3%,-9%,-11,-1%,6%,-13%,-35%,-2.7
COc1ccccc1N1CCN(C(=O)COc2ccc(Cl)cc2)CC1,-11%,0%,-8%,.,8%,12%,6%,30%,-2.4
O=C(CSc1nnc(-c2cccnc2)n1Cc1ccco1)N1c2ccccc2Sc2ccccc21,2%,-2%,-9%,.,-12%,4%,-9%,?,-1.6
CCN(CC)CCCN=Cc1c(O)n(-c2ccccc2C)c(=O)c2ccccc12,-92%[inhibitor],-2%,-4%,3,4%,6%,2%,8%,1.7
NC(=O)CC(NC(=O)Cc1cccc2ccccc12)c1ccc(N2CCC(Cc3ccccc3)CC2)c([N+](=O)[O-])c1 (configuration not stated),4%,-6%,-10%,-4,-7%,-3%,0%,13%,-5.2
COCc1cc(C)nc(OCC(=O)N/N=C\c2cc(C)n(-c3cccc(C(F)(F)F)c3)c2C)c1C#N,6%,-8%,-7%,2,-10%,-3%,-12%,16%,0.8
CCn1c(Cn2nnc(-c3ccccc3)n2)nnc1SCC(=O)Nc1ccc(C(C)=O)cc1,0%,-3%[57.1 µM],-7%,.,4%,1%,3%,5%,-1.9
COc1cccc(NC(=O)c2ccc(-c3ccccc3[N+](=O)[O-])o2)c1,-4%,-17%,-23%,3,?,-4%,14%,44%,0.5
CC1CN(C(=O)c2ccccc2OCc2ccccc2Cl)CC(C)O1 (configuration not stated),-8%,0%,-5%,1,1%,13%,-4%,13%,0.4
C[C@@H]1CN([C@@H](C)CO)C(=O)CCCn2nncc2CO[C@@H]1CN(C)C(=O)c1ccc(N2CCN(C)CC2)cc1,5%,-9%,-9%,-4,10%,9%,2%,-1%,-1.6
Cc1ccc(OCCNC(=O)C2CCCCC2)cc1,6%,1%,1%,0,-1%,-4%,7%,-1%,-1.5
COC(=O)C[C@@H]1CC[C@@H](NS(=O)(=O)c2ccccc2OC)[C@@H](CO)O1,-3%,1%,-8%,-3,-15%,10%,1%,-11%,-0.3
COc1ccc(C)cc1S(=O)(=O)Nc1ccc2c(c1)N(C(C)=O)CCC2,-5%,0%,-14%,-8,1%,-2%,5%,25%,-0.5
O=C(CN(CC1CCCO1)C(=O)CNS(=O)(=O)c1ccc(Cl)cc1)NCc1ccc(F)cc1 (configuration not stated),-7%,0%,-5%,4,14%,5%,3%,23%,1.4
COc1ccc(N2CCN(S(=O)(=O)Cc3ccccc3)CC2)cc1,10%,-2%,-1%,.,13%,-10%,-7%,10%,-3.3
CCOC(=O)N1CCN(c2c(-c3ccc(C)c(C)c3)c(=O)c2=O)CC1,5%,-9%,2%,0,1%,-6%,-7%,15%,0.4
